Screening results as filed in PubChem BioAssay.
CXXC DNA block – MLL CXXC-DNA interaction inhibition. MLL-CXXC / FITC-HOXA9 DNA fluorescence polarization. Q03164. Potency, µM (series often up to 115 µM), without a hit: at the highest dose activity change, negative = inhibition, hits mostly inhibitors. hit rate 0.037% among 290,000; active = well fitted inhibition curve with a large enough effect in the polarisation, with a control signal flat, not every such curve was filed as active; inconclusive = small, poorly fitted or top-dose-only effect, or effect the other way, or a change in a side signal; inactive = no such curve, though single readings can be large or run the other way; the % refers to the polarisation
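Purified MLL-CXXC (added from a 7 uM solution) was preincubated 5 min at ambient with pinned compounds in 50 mM Tris-HCl pH 7.5, 50 mM NaCl, 1 mM DTT, 0.05% BSA. Fluorescein-labeled HOX-A9 DNA (50 nM solution) followed, 30 min, then polarization read.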
BRCA1 expr up – BRCA1 expression activation; MCF7-BRCA1-FFLuc reporter, luminescence, 48 h; response scale: scaled: vehicle 0%, 10 µM genistein 100%; Potency, µM (highest dose often 46.1 µM), for inactives: at the top dose activation, actives largely listed as activators; hit rate 1.1% among 380,000; AID 624202; also: nearly all actives have a fitted effect of over 80% in size; some results filed as inactive show a strong effect at the top dose
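MCF7 cells carrying a BRCA1-firefly luciferase reporter (2000 cells/well, phenol-red free MEM) were attached for 2 h at 37 °C, then given compounds for 48 h. Luminescence was read 15 min after luciferase reagent; activity normalized to genistein (10 microM) and DMSO.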
p53 reactivator – mutant p53 re-activation in reporter cells. H1299 p53-A138V BP100-luciferase reporter, luminescence, 24 h. Potency, µM (top dose mostly 92.2 µM), for inactives: top-dose activity change, positive = activation, usual class: activators. hit rate 0.063% among 320,000. AID 504706; also: % of control where 0% means no effect; nearly all actives have a fitted effect of over 45% in size
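p53-null H1299 cells stably carrying temperature-sensitive p53-A138V and a BP100-luciferase reporter were pinned with compounds (4-point, 1:5 series) and held 24 hrs at 37 deg C. Luminescence was read 10 min after detection reagent.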
Gal4-VP16 FLuc – counter-screen for ROR gamma inhibitors: Gal4-VP16 reporter; Drosophila S2 Gal4-VP16 UAS-luciferase, luminescence, 20 h; Potency, µM (titrated, usually from 53.6 µM), for the others: at the highest dose activity, negative = inhibition, hits mostly inhibitors; hit rate 3.5% among 310,000; AID 2546;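 also: Gal4-VP16 expression switched on by copper sulfate through the metallothionein promoter; % is scaled to controls: 0 for no effect and ±100 for the full control effect; nearly all actives have a fitted effect of over 50% in size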
uPA surface inh – inhibitors of cell surface uPA generation | AID 540303 | hit rate 0.31% among 330,000 | cell surface uPA generation assay, qHTS | Potency, µM (top dose mostly 38.3 µM), without a hit: at the highest dose activity change, negative = inhibition, usual class: inhibitors; active = well fitted inhibition curve with a large enough effect; inconclusive = small, poorly fitted or top-dose-only effect; inactive = no such curve, though single readings can be large or run the other way; tested in mouse RAW 264.7 cells; also: % is scaled to controls: 0 for no effect and ±100 for the full control effect; nearly all actives have a fitted effect of over 55% in size
MBNL1-CUG inh – MBNL1-poly(CUG) RNA binding inhibition. Potency, µM (titrated, usually from 57.5 µM), without a hit: top-dose activity change, negative = inhibition, most hits filed as inhibitors. AID 2675. Q9NR56. TR-FRET MBNL1-His/biotin-(CUG)12 binding, 665/545 ratio. hit rate 0.036% among 280,000; active = well fitted inhibition curve with a large enough effect in the signal ratio, with a control signal flat, not every such curve was filed as active; inconclusive = small, poorly fitted or top-dose-only effect, or effect the other way, or a change in a side signal; inactive = no such curve, though single readings can be large or run the other way; the % refers to the signal ratio; also: % is scaled to controls: 0 for no effect and ±100 for the full control effect
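TR-FRET readout: Ex 340 nm, 665/545 nm emission ratio, normalized to buffer-only (basal) and MBNL1-(CUG)12 controls. Complex of MBNL1-His with Biotin-(CUG)12, compounds 92 nM–58 uM, incubated 60 min at room temperature.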
RORgamma inh – blocks mouse ROR gamma transcriptional activity; P51450; Drosophila S2 Gal4-RORgamma UAS-luciferase reporter, 20 h; Potency, µM (top dose mostly 53.6 µM), for inactives: top-dose activity change, negative = inhibition, actives largely listed as inhibitors; hit rate 5.4% among 310,000; AID 2551; also: % is scaled to controls: 0 for no effect and ±100 for the full control effect; nearly all actives have a fitted effect of over 60% in size
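A Gal4/UAS one-hybrid system in insect cells: metallothionein-promoter Gal4–ROR gamma fusion plus Photinus luciferase reporter. Copper sulfate 700 uM final, 20 hr ambient incubation, luminescent detection after 10 min with reagent.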
ELG1 genotoxic – induces genotoxicity in HEK293T cells with luciferase-tagged ELG1; HEK293T ELG1-luciferase reporter, luminescence, 16 h; Potency, µM (titrated, usually from 46 µM), for inactives: at the highest dose activity change, positive = activation, actives largely listed as activators; hit rate 1.3% among 330,000; also: % of control where 0% means no effect; nearly all actives have a fitted effect of over 60% in size
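After overnight (16 hr) compound treatment at 37 °C, ELG1-luciferase HEK293T cells were lysed with ONE-Glo; luminescence quantified 30 min later at room temperature.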
FLuc counter – firefly luciferase modulation, counter-screen for miR-21 project; hit rate 6.9% among 360,000; Potency, µM (doses to about 57.5 µM), for inactives: at the top dose activity change, negative = inhibition, actives largely listed as inhibitors; P08659; purified FLuc, Km substrates, luminescence inhibition;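 also: plate controls were vehicle for no effect and reference inhibitor for full effect; nearly all actives have a fitted effect of over 55% in size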
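Purified P. pyralis luciferase, 10 nM final, with Km-level 10 uM D-luciferin and 10 uM ATP in 50 mM Tris acetate pH 7.5, 10 mM Mg acetate, 0.01% Tween-20, 0.05% BSA; 6-point qHTS titration about 60 µM downward; luminescence read.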
Rab9 promoter act – activates the Rab9 promoter; Huh7 Rab9 promoter-luciferase reporter, luminescence, 24 h; Potency, µM (top dose mostly 9.22 µM), for the others: at the highest dose activation, negative = inhibition, hits mostly activators; hit rate 2.8% among 320,000; AID 485297; also: % of control where 0% means no effect; nearly all actives have a fitted effect of over 60% in size
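Promoter activation is measured as luciferase luminescence in Huh7 cells stably transfected with a Rab9 promoter–luciferase construct, following 24 h compound exposure at 37 °C and 10 min reagent incubation at ambient temperature.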
NPC1 prom act – activates the NPC1 promoter | Huh7 NPC1 promoter luciferase reporter, 24 h | Potency, µM (titrated, usually from 9.22 µM), for the others: at the highest dose activation, usual class: activators | hit rate 2.4% among 320,000 | AID 485313;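 also: % of control where 0% means no effect; nearly all actives have a fitted effect of over 60% in size; reporter is driven by a mutant NPC1 promoter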
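Luminescence from an NPC1 promoter-driven luciferase reporter in stably transfected Huh7 cells was measured after 24 h compound treatment at 37 °C, followed by 10 min ambient incubation with luciferase detection reagent.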
* hit, by the source's call; u = inconclusive; x = no result given; & = joins results of further samples; [ ] = dose if it differs, or a comment. Unless noted, calls follow the shape of the dose curve; as a rule, active = well fitted curve in the direction sought with a large enough effect; inconclusive = small, poorly fitted or top-dose-only effect, or another doubt; inactive = no such curve, though single readings can be large; an effect the other way counts as inactive or inconclusive. Potency is read from the fitted curve at half-maximal effect.

SMILES | CXXC DNA block | BRCA1 expr up | p53 reactivator | Gal4-VP16 FLuc | uPA surface inh | MBNL1-CUG inh | RORgamma inh | ELG1 genotoxic | FLuc counter | Rab9 promoter act | NPC1 prom act
Cc1nn(C)cc1CNC(=O)C1C2CCC(C2)C1C(=O)O (configuration not stated) | -2% | x | 28% | -5% | x | -7% | 6% | 1% | -1% | 2% | -1%
Cn1c(=O)c(C(=O)NNC(=O)c2ccccc2F)c(O)c2ccccc21 | -5% | -63% | 3% | u | 0% | 2% | 18µM* | 15% | -6% | 4% | 15%
CC12CCC(=O)N1C(C(=O)N1CCN(c3ccccc3)CC1)CS2 (configuration not stated) | x | 2% | -5% | x | 1% | x | x | 0% | -3% | -4% | -4%
CCc1ccc(C2(O)CC(C(F)(F)F)=NN2C(=O)Cc2ccc([N+](=O)[O-])cc2)cc1 (configuration not stated) | -3% | -22% | -5% | -5% | 2% | 16% | u | -5% | u | 0% | 1%
Cc1ccc(C(=O)NC=C(Cl)Cl)cc1 | 10% | -2% | 26% | -30% | 8% | -5% | -4% | 0% | -1%[2.3 µM] | -1% | 9%
COCn1c(COc2ccccc2)nc2ccccc21 | 6% | 13µM* | u | 26% | -5% | -2% | -19% | u | 17µM* | u | u
CCOC(=O)C(NC(=O)CC(C)C)(Nc1sc2c(c1C(N)=O)CCCC2)C(F)(F)F (configuration not stated) | 5% | -10% | -9% | -11% | 0% | -2% | 0% | -1% | 4% | -10% | 1%
O=C(CN1CCN(C(=O)c2ccco2)CC1)Nc1ccc2c(c1)OCCO2 | 4% | 2% | 25% | -3% | 1% | -4% | 5% | u | -3% | 2% | -1%
CCn1c(SCC(=O)Nc2nc(-c3ccccc3)cs2)nc2c1c(=O)n(C)c(=O)n2C | -3% | -23% | -5% | u | 1% | -3% | -4% | u | 5% | -3% | -5%
COc1ccc([C@@H]2[C@@H]3C(=O)N(C(C)(C)C)C(=O)[C@@H]3[C@]3(C)C(=O)N(c4ccccc4)C(=O)N23)cc1 | 3% | -11% | x | 13% | 6% | -9% | 11% | 3% | 3% | -3% | -1%
COc1ccc2nc(Cl)c(C#N)cc2c1 | -3% | 15% | -2% | 0% | 2% | u | 18% | -4% | -16% | -1% | -2%
CCN1C(=O)C2(C(C#N)=C(N)Oc3n[nH]c(COC)c32)c2ccccc21 (configuration not stated) | 6% | -1% | 6% | 2% | -4% | -2% | u | -1% | 0% | -1% | -3%
CCN(CC)C(=O)c1[nH]cnc1C(=O)N[C@H](C)c1ccccc1 | x | 0% | u | x | 21% | x | x | -2% | 7% | -2% | -4%
O=C1C(=O)N(CCN2CCOCC2)C(c2ccccc2)/C1=C(\O)c1ccc2c(c1)OCCO2 (configuration not stated) | u | 5% | 1% | 3% | 12% | 17% | 6% | 9% | 0% | -6% | 0%
Cc1cc(C)c(NC(=O)CN(C)C(C)C(=O)N2CCc3ccccc32)c(C)c1 (configuration not stated) | x | -11% | -1% | x | 2% | x | x | -1% | 3% | 0% | -2%
O=C(CSc1nnnn1-c1cccc2ccccc12)NC(C(=O)O)(c1ccccc1)c1ccccc1 | -4% | -14% | -3% | -9% | 1% | 0% | -1% | -4% | u | -2% | 0%
CCN1CCN(C(=O)C2CCN(Cc3nc(-c4cccc(Cl)c4)oc3C)CC2)CC1 | -7% | -74% | u | -4% | 6% | 5% | -33% | -2% | 0% | 3% | -5%
Cc1ccc(Cn2ccnc2SCC(=O)NC2CCCC2)cc1 | -14% | -7% | -10% | -20% | -1% | -4% | u | -9% | 2%&-5% | 11% | 6%
CC(=O)c1ccc(N2Cc3ccccc3C2)cc1 | -15% | u | 18% | -11% | -11% | 21% | -1% | u | 11µM* | 1.8µM* | 2.5µM*
Clc1cccc(NCc2nnc(SCc3ccccc3Cl)o2)c1 | 15% | -6% | 0% | 18% | 1% | 2% | 26% | 1% | 6% | -5% | -1%
Cc1ccc(SC2CCN(C(=O)C3CCC(=O)N(C4CC4)C3)CC2)cc1 (configuration not stated) | u | 25% | 19% | -5% | u | -9% | 13% | 0% | u | 0% | 3%
Cc1ccc(NC(=O)Cc2noc3ccccc23)cc1 | 3% | u | u | 0% | x | u | -10% | u | 21µM* | u | u
Cc1cc(C)n(C(=O)CCNC(=O)c2ccccc2Cl)n1 | 5% | -13% | 1% | -4% | -2% | -3% | u | 6% | 1% | 0% | -3%
COCCCn1c(=O)c2sccc2n(Cc2ccccc2C)c1=O | -9% | -4% | x | -11% | -18% | 7% | 27% | 2% | 0% | 0% | 0%
N#CCc1ccc(NC(=O)c2ccc(S(=O)(=O)N3CCOCC3)cc2)cc1 | 6% | -18% | 0% | 13% | 7% | -1% | 10% | 0% | 1% | -3% | -2%

New compounds follow.
SMILES | CXXC DNA block | BRCA1 expr up | p53 reactivator | Gal4-VP16 FLuc | uPA surface inh | MBNL1-CUG inh | RORgamma inh | ELG1 genotoxic | FLuc counter | Rab9 promoter act | NPC1 prom act
CCOC(=O)N1CCN(c2ccc([N+](=O)[O-])cc2)CC1 | -1% | -27% | 4% | -9% | 3% | u | 31% | -6% | -4% | -3% | 0%
Cc1ccc(SCCC(=O)N2CCC(C)CC2)cc1 | -11% | 10µM* | u | 10% | 4% | -15% | u | u | 13µM* | 3.5µM* | 4.5µM*
Cc1ccc(-c2csc(N(CCO)CCCn3c(C(F)(F)F)nc4cc(C(F)(F)F)ccc43)n2)cc1 | 0% | -62% | 17% | u | 10% | 0% | 10µM* | 0% | 1% | 1% | 0%
Cc1ccc(-n2c(=O)c(C#N)cc3c(=O)n4ccccc4nc32)cc1 | 14% | -3% | 7% | 1% | -7% | u | -13% | 6% | 1% | 1% | -1%
Cc1ccc([N+](=O)[O-])cc1S(=O)(=O)Nc1ccc(-c2ccc(N3CCCC3)nn2)cc1 | x | -17% | 3% | x | -4% | x | x | 6% | u | 2% | 11%
N#Cc1ccc(Oc2ccc(-c3cnc4ccccc4n3)cc2)cc1C#N | 9% | 9% | 19% | -13% | 2% | 11% | 1% | 9% | -3% | -20% | -9%
O=C(CCC(=O)OCc1ccc([N+](=O)[O-])cc1)Nc1ccc(F)cc1 | 3% | 40% | 8% | -4%[10 µM] | -15% | 25% | 15% | -3% | -3% | -7% | -4%
O=C(/C=C/c1cccc(F)c1)NNC(=O)c1ccncc1 | x | -49% | 4% | x | -21% | x | x | -17% | -6% | 0% | 1%
Cc1nc2ccc(NC(=O)c3ccc(S(=O)(=O)N4CCOCC4)cc3)cc2s1 | 14% | 5% | -3% | -5% | 0% | 1% | -17% | -7% | 1% | -10% | -4%
O=S(=O)(N/N=C1\CCCc2ccccc21)c1ccccc1 | x | -41% | -3% | x | -9% | x | x | -1% | 2% | -5% | -1%
Cn1c(=O)c2c(nc(CN3CCC(C(N)=O)CC3)n2CCCc2ccccc2)n(C)c1=O | 9% | -22% | -4% | 1% | x | 0% | 3% | -5% | 2% | -6% | -3%
CCOC(=O)N1CCN(CC(=O)Nc2cc(OCC)ccc2OCC)CC1 | -3% | -26% | -7% | -9% | -3% | 2% | 3% | -2% | 7% | -4% | -7%
CC(=O)Nc1ccc(S(=O)(=O)NCc2ccc(C)n2C)cc1 | 25% | 1% | 9% | -16% | -7% | -2% | -7% | 2% | -1% | 5% | -2%
OCCCNc1ncnc2c1[nH]c1ccccc12 | -11% | -22% | 2% | -10% | 1% | -13% | 23% | 0% | -16% | -10% | 4%
O=C(Nc1ccc(NC(=O)c2ccco2)c(Cl)c1)c1ccccc1 | -6% | 40% | 4% | 3% | 9% | 18% | 24% | u | u | u | 25%
Cc1ccc(S(=O)(=O)NNC(=O)Nc2ccccc2F)c(C)c1 | -1% | -4% | 6% | -16% | -4% | -4% | -2% | -3% | 1% | -7% | -3%
Cc1cc(C)n(CCC(=O)N2c3ccccc3CC2C)n1 (configuration not stated) | 5% | 5% | 15% | 0% | 9% | -5% | -28% | -1% | -3% | 0% | -3%
O=C(CSc1nnc2c(Cl)cc(Cl)cn12)N1CCN(S(=O)(=O)c2ccccc2)CC1 | -4% | -14% | -10% | -3% | -1% | u | 16% | -3% | 0% | 1% | -1%
O=C(Nc1ccc(S(=O)(=O)Nc2ncccn2)cc1)C1CC(=O)N(c2ccccc2)C1 (configuration not stated) | x | -15% | 1% | x | 1% | x | x | 2% | 4% | 3% | -6%

Not all compounds are listed (hit frequency here may not be typical).
